Bioassay records as filed in PubChem.
TRPC4 inh = blocks the mouse TRPC4 cation channel. HEK293 TRPC4beta/mu-opioid, DAMGO-evoked Fluo4 calcium flux; active compounds read low. B-score at 10 µM. hit rate 0.39% among 300,000;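 active = B-score over 3 SD under the library average, no early fluorescence shift, positive overall ratio signal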
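Test system – stable TRPC4beta/mu-opioid receptor HEK293 cells · Probe or stimulus – DAMGO, a submaximal dose followed by a maximal one · Dosing – one concentration per compound · Signal – Fluo4 calcium fluorescence by kinetic imaging, 5 s 1 Hz baseline · Evaluation – per-well B score of integrated baseline-normalized Fluo4 ratio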
TRPC6 inh = mouse TRPC6 channel inhibition; Q61143; HEK293-TRPC6, membrane potential dye, ACh-evoked depolarization; active compounds read low; B-score at 10 µM; hit rate 1.1% among 310,000;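 active = B-score under library mean minus 3 SD, initial fluorescence not abnormally high, positive integrated signal ratio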;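 also: B-score derived from integrated fluorescence ratio over the kinetic read; more negative B-score means stronger inhibition of depolarization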
Target sequence (Q61143 whole entry, looked up): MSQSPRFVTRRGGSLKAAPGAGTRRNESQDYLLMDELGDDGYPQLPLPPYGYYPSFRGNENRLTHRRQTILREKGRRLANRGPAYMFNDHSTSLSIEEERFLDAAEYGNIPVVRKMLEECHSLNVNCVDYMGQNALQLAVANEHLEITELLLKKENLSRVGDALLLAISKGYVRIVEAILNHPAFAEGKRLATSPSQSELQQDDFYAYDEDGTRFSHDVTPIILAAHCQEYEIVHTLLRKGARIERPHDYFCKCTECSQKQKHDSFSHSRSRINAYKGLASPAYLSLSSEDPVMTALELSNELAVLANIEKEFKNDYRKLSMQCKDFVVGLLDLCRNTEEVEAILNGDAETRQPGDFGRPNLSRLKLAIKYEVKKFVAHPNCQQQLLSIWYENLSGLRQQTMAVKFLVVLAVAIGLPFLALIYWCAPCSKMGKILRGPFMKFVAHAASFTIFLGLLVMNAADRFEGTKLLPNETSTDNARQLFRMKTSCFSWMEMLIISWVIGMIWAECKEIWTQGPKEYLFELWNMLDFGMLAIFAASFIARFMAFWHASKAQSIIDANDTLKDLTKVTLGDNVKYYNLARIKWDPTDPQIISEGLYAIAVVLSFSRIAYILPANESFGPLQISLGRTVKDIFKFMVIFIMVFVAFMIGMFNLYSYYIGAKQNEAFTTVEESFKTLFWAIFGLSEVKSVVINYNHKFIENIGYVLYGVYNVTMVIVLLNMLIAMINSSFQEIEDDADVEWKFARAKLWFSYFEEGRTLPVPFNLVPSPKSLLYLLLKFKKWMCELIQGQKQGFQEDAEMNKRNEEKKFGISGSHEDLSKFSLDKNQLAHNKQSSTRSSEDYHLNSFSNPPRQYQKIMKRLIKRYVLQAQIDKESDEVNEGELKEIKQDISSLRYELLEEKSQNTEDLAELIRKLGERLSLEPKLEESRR
HIF act = HIF pathway transcriptional activation. activation, % at 7.5 µM (by protocol). U2OS HRE-luciferase reporter, luminescence; normalized: DMSO 0%, desferrioxamine 100%. AID 1910. hit rate 0.32% among 300,000;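 active = mean activation of at least 10% of the iron chelator positive control signal, with at least half of replicates also reaching 10%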
RGS4 inh = human RGS4 inhibition. hit rate 0.45% among 310,000. HEK293 M3R/RGS4 inducible, Fluo-4 calcium flux; active compounds read high; triggered by carbachol at its EC20. B-score at 10 µM;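 active = B-score, a plate-corrected calcium signal, over three deviations above library mean, with baseline fluorescence within five deviations of library mean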;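 also: RGS4 expression induced by doxycycline in cells with stable M3 receptor; B-score is computed from the integrated fluorescence ratio over baseline after carbachol; higher B-score means a larger calcium signal and so more RGS4 inhibition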
Target sequence (P49798 whole entry, looked up): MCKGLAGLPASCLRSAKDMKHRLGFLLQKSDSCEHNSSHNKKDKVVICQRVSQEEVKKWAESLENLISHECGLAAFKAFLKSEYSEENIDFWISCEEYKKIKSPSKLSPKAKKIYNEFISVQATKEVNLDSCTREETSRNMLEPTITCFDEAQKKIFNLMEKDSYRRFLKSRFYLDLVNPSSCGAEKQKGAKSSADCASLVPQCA
RGS4 act = potentiators or activators of RGS4. HEK293 M3R/inducible RGS4, carbachol calcium flux Fluo4; active compounds read low. B-score at 10 µM. hit rate 0.92% among 310,000;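 active = B-score of the integrated calcium signal more than 4 SD below the library mean, with starting fluorescence not abnormally high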;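 also: negative B-score means reduced calcium response which marks RGS4 activation or potentiation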
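Also added: carbachol at ECmax as muscarinic agonist stimulus; Assay system: HEK293 cells with stable M3R and inducible RGS4; Timing: overnight RGS4 induction, 30 min dye load 37 °C, 20 min compound RT; Measured by: Fluo4-AM (2 µM) calcium-flux fluorescence, kinetic read.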
MrgX1 antagonist = blocks BAM8-22 activation of human MrgX1 receptor. Q96LB2. B-score at 10 µM. MRGX1-HEK293 calcium flux, Fluo-4, BAM8-22 antagonism; active compounds read low. hit rate 1.3% among 310,000;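 active = calcium-response B-score plate-corrected more than 3 library SD below zero, starting fluorescence within 5 deviations, no agonist response on first addition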;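 also: peak minus trough fluorescence over baseline after final BAM8-22 challenge near maximal dose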
MrgX1 ag = activates human MrgX1 receptor signaling; Q96LB2; hit rate 0.44% among 310,000; AID 588627; MrgX1-HEK293 cells, Fluo-4 calcium fluorescence, agonist mode; active compounds read high; B-score at 10 µM;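 active = calcium response B-score plate-corrected fluorescence ratio at least 3 library SD, with starting fluorescence B-score inside 5 SD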
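times = overnight plating, then 30 min 37 °C plus 30 min room-temperature dye loading | assay system = stable human MrgX1 HEK293 cell line | input = fifteen thousand cells per well | signal = kinetic calcium dye fluorescence, Fluo-4 NW | dosing = compound delivered in addition one of three | read-out = B-scored fluorescence response ratio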
Platelet DG rel = modulates dense granule release in human platelets | human platelet-rich plasma, SFLLRN dense granule ATP release, luminescence | inhibition, %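 (compounds screened at 7.5 µM in platelet-rich plasma)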 | hit rate 0.22% among 300,000;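 active = mean replicate score, as percent of positive control, at or above 50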
TRPC6 act = mouse TRPC6 channel activation | AID 2550 | hit rate 0.13% among 310,000 | B-score at 10 µM | HEK293-TRPC6 membrane potential dye fluorescence; active compounds read high;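 active = B-score of the integrated fluorescence ratio above library mean plus 3 SD, and starting fluorescence ratio within library mean plus 5 SD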;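 also: higher score means more depolarization so channel activation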
SKKanGAS inh = SKKanGAS growth inhibition; S. pyogenes SKKanGAS, kanamycin growth, BacTiter-Glo, 6 h; inhibition, % at 7.5 µM; hit rate 1.3% among 300,000; AID 1662;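 active = mean replicate score, as percent of positive control median, at least 50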;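 also: strain carries kanamycin resistance gene driven by streptokinase promoter and grows in 40 µg/ml kanamycin; loss of luminescence reflects streptokinase promoter inhibition or plain growth inhibition; 0% = median of DMSO wells and 100% = positive control at its reference dose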
MrgX1 allo act = human MrgX1 positive allosteric modulation, primary screen; B-score at 10 µM; Q96LB2; MrgX1-HEK293, Fluo-4 calcium flux, FDSS; active compounds read high; hit rate 0.63% among 310,000;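 active = plate-corrected calcium response at least 3 library SD above typical, normal starting fluorescence, not activating the receptor alone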;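 also: compound read alongside a low EC10 to EC30 dose of BAM8-22 agonist; peak minus trough fluorescence over baseline measured at the second addition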
Active calls of the source: *; i = inactive; / = not tested or not shown.

SMILES	TRPC4 inh	TRPC6 inh	HIF act	RGS4 inh	RGS4 act	MrgX1 antagonist	MrgX1 ag	Platelet DG rel	TRPC6 act	SKKanGAS inh	MrgX1 allo act
Cc1ccc2c(C)c(C(=O)N3CCCCC3CO)oc2c1C (centres undefined)	i	i	0.9	i	i	i	i	-5	i	-5	i
CN(C)S(=O)(=O)Nc1cc(Cl)cc(Cl)c1	i	i	0.2	i	i	i	i	-6	i	20	i
COc1ccc(OC)c(N(CC(=O)Nc2ccc3c(c2)OCO3)S(=O)(=O)c2ccccc2)c1	i	i	-0.8	i	i	i	i	-5	i	6	i
CCOc1ccc(N(CC(=O)NC(C)(C)C)S(=O)(=O)c2c(C)noc2C)cc1	i	i	/	i	i	i	i	-14	i	1	i
CCc1ccc(S(=O)(=O)NCc2csc(-c3ccccc3)n2)s1	i	i	0.5	i	i	i	i	-6	i	-4	i
Cc1cc(C(=O)COC(=O)c2cccnc2Cl)c(C)n1-c1c(C)n(C)n(-c2ccccc2)c1=O	i	i	0.7	i	i	i	i	0	i	-15	i
CCOc1ccc(S(=O)(=O)N2CCOCC2)cc1NC(=O)CSCc1c(C)noc1C	i	i	-0.5	i	i	i	i	6	i	-4	i
CC(C)CNC(=O)COC(=O)c1cc(S(=O)(=O)N(C)C)ccc1N1CCCC1	i	i	0.0	i	i	i	i	-1	i	-1	i
COc1ccc(CNC(=O)CCCc2ccccc2)cc1	i	i	0.0	i	i	i	i	18	i	-2	i
COc1ccc(C(=O)CN2CCN(CCN3C(=O)c4cccc5cccc(c45)C3=O)CC2)cc1	i	i	-0.4	i	i	i	i	0	i	13	i
COCCCNC(=O)c1cc2c(s1)CS(=O)(=O)C2	i	i	-0.7	i	i	i	i	-6	i	2	i
COc1ccc(NC(=O)C(CC(C)C)NC(=O)c2ccccc2C)cn1 (centres undefined)	i	i	-1.1	i	i	i	i	-1	i	0	i
Cc1cc(Nc2ccc(C(C)C)cc2)n2ncnc2n1	i	i	-0.2	i	i	i	i	5	i	-4	i
CCc1cc2c3c(c1)C1(C(=O)N3C(C)(C)CC2C)C(C#N)=C(N)N2C(=C1C#N)Nc1ccccc12 (centres undefined)	i	i	-0.4	i	i	i	i	8	i	36	i
COc1ccc(NC(=S)NCCNC(C)=O)cc1	i	i	-0.8	i	i	i	i	-6	i	-8	i
Cc1ccc(C(=O)NCC(=O)OC(C)C(=O)Nc2ccc(N3CCOCC3)cc2)s1 (centres undefined)	i	i	0.4	i	i	i	i	0	i	0	i
O=C(O)CSc1nnc(-c2ccc(Cl)cc2)n1-c1ccccc1	i	i	-0.1	i	i	i	i	-3	i	1	i
COc1ccc(NC(=O)CC2CCCC2)cc1S(=O)(=O)N1CCCCC1	i	i	2.5	i	i	i	i	-11	i	3	i
COc1ccc(NC(=O)CC(=O)Nc2ccc(OC)cc2OC)c(OC)c1	i	i	0.0	i	i	i	i	6	i	-2	i
COCCNC(=O)c1cnn2c(C(F)(F)F)cc(-c3ccc(C)cc3)nc12	i	i	0.3	i	i	i	i	-1	i	-5	i
CCn1c(SCc2cccnc2)nnc1-c1c[nH]c2ccccc12	i	i	0.1	i	i	i	i	-2	i	-2	i
CC(C)(C)OC(=O)N1CCOCCOCCN(C(=O)OC(C)(C)C)CCOCCOCC1	i	i	-0.7	i	i	i	i	-1	i	6	i
O=C(NC1CCCCCC1)c1cc(S(=O)(=O)N2CCC3(CC2)OCCO3)ccc1F	i	i	/	i	i	i	i	-5	i	2	i
O=C(Nc1nnc(-c2ccccn2)o1)c1ccc(Br)cc1	i	i	0.1	i	i	i	i	-4	i	6	i
COc1ccc(OCC(=O)Nc2cc(S(=O)(=O)N3CCCCC3)ccc2OC)cc1	i	i	-1.6	i	i	i	i	/	i	-8	i
Further records.
SMILES	TRPC4 inh	TRPC6 inh	HIF act	RGS4 inh	RGS4 act	MrgX1 antagonist	MrgX1 ag	Platelet DG rel	TRPC6 act	SKKanGAS inh	MrgX1 allo act
COc1cccc2c(=O)c3c([nH]c12)OC(C)(C)C3	i	i	0.1	i	i	i	i	16	i	-7	i
CCCc1cc(=O)oc2cc(OC(C)C(=O)NCc3ccccn3)c(Cl)cc12 (centres undefined)	i	i	0.3	i	i	i	i	14	i	-3	i
COc1ccc(N2CCC(CNC(=O)Nc3ccccc3)C2)cc1 (centres undefined)	i	i	0.2	i	i	i	i	4	i	7	i
COc1ccc(C(C(=O)NCC2CCCO2)N(C(=O)Cn2nnc3ccccc32)c2ccccc2C(C)=O)cc1OC (centres undefined)	i	i	-0.1	i	i	i	i	10	i	1	i
O=C1CSC(c2cn(-c3ccccc3)nc2-c2cc3ccccc3o2)N1Cc1ccccc1 (centres undefined)	i	i	-0.1	i	i	i	i	-2	i	26	i
COc1ccccc1CN1CCNC(=O)C1CC(=O)NC1Cc2ccccc2C1 (centres undefined)	i	i	0.0	i	i	i	i	-1	i	1	i
CN(C/C=C/c1ccccc1)C1CCCCC1	i	i	-0.2	i	i	i	i	6	i	-2	i
COc1ccc(C(=S)N2CCOCC2)cc1OC(=O)c1cc(OC)c(OC)c(OC)c1	i	i	0.3	i	i	i	i	-13	i	-3	i
O=C(CNC(=O)c1ccc(OC(F)F)cc1)NC1CCCc2ccccc21 (centres undefined)	i	i	0.4	i	i	i	i	-5	i	-4	i
Nc1nc(N)c2c(n1)CCCC2	i	i	0.1	i	i	i	i	3	i	2	i
COc1ccc(-c2noc(-c3ccccc3C(=O)N3CCOCC3)n2)cc1	i	i	-0.1	i	i	i	i	-2	i	3	i
O=C1C(=O)N(Cc2cccnc2)C(c2ccc(Br)cc2)/C1=C(\O)c1ccc2c(c1)OCCO2 (centres undefined)	i	i	0.1	i	i	i	i	-3	i	7	i
Cc1nn2cc(-c3ccc(Cl)cc3)cnc2c1Br	i	i	-0.8	i	i	i	i	5	i	9	i
O=C(COC(=O)c1ccccn1)NC1CCCCC1	i	i	-11	i	i	i	i	-1	i	-5	i
CC(Oc1ccc(Cl)cc1Cl)C(=O)NNC(=O)C(=O)N1CCCC1 (centres undefined)	i	i	-0.2	i	i	i	i	0	i	11	i
CC(C)(C)c1cnnn1-c1ccc([N+](=O)[O-])cc1	i	i	-0.6	i	i	i	i	-8	i	6	i
O=C(O)CC1CCCC(c2ccccc2)C1=O (centres undefined)	i	i	-0.1	i	i	i	i	-7	i	11	i
CCN1CCN(S(=O)(=O)CC2(C)C3CCC2(C)C(=O)C3Br)CC1 (centres undefined)	i	i	0.3	i	i	i	i	8	i	1	i
O=C(NCc1cn2ccccc2n1)C1CCC(=O)N(Cc2ccccc2F)C1 (centres undefined)	i	i	-0.2	i	i	i	i	-20	i	-12	i
O=C1NC(c2ccc(Cl)c([N+](=O)[O-])c2)Nc2ccccc21 (centres undefined)	i	i	-0.7	i	i	i	i	5	i	-5	i
COc1cc2c(C(=O)NCc3ccc4c(c3)OCO4)cn(CC(C)C)c(=O)c2cc1OC	i	i	-0.1	i	i	i	i	3	i	4	i
O=C(CN(C(=O)c1nsc(Cl)c1Cl)c1cccc(F)c1)NC1CCCC1	i	i	1.0	i	i	i	i	-4	i	-2	i
CC1(C)Cc2c(sc(NC(=O)C(=O)N3CCCCC3)c2C(=O)O)CO1	i	i	-0.5	i	i	i	i	-16	i	5	i
Cc1ccccc1NC1=NS(=O)(=O)c2ccccc21	i	i	0.0	i	i	i	i	0	i	-3	i
NNC(=O)C1SCCN1S(=O)(=O)c1ccc(Cl)cc1 (centres undefined)	i	i	-0.6	i	i	i	i	7	i	4	i

Quoted from the listing:
O=C(COC(=O)c1ccccn1)NC1CCCCC1 in Platelet DG rel is listed with -1
O=C1NC(c2ccc(Cl)c([N+](=O)[O-])c2)Nc2ccccc21 (centres undefined) in SKKanGAS inh is listed with -5

Additional results follow:
SMILES	TRPC4 inh	TRPC6 inh	HIF act	RGS4 inh	RGS4 act	MrgX1 antagonist	MrgX1 ag	Platelet DG rel	TRPC6 act	SKKanGAS inh	MrgX1 allo act
CN(C)C(=O)c1ccc(NC(=O)CC2SC(N3CCCC3)=NC2=O)cc1 (centres undefined)	i	i	-0.3	i	i	i	i	6	i	-8	i
Cc1ncoc1C(=O)N1CCCC(C(=O)c2ccc3c4c(cccc24)CC3)C1 (centres undefined)	i	i	-0.3	i	i	i	i	-22	i	-6	i
COC(=O)C1=C(C)NC(=O)CC1c1ccccc1 (centres undefined)	i	i	-0.2	i	i	i	i	-1	i	3	i
COc1cc(/C=N/NC(=O)c2ccc(N)cc2)ccc1OC(=O)c1cccc(C)c1	i	i	0.8	i	-8.5*	-5.6*	i	-8	i	23	i
CC1CCCCC1NC(=O)CSc1nncs1 (centres undefined)	i	i	0.0	i	i	i	i	-4	i	1	i
O=C(CSc1nnc(NC(=O)C2CC2)s1)NCc1ccccc1Cl	i	i	-0.8	i	i	i	i	8	i	1	i
CCOCCCNC(=O)C(NC(=O)Cc1cccs1)c1ccccc1 (centres undefined)	i	i	-0.6	i	i	i	i	0	i	-1	i
CCCCOc1ccc(C2NC(=O)NC(C)=C2C(C)=O)cc1OCC (centres undefined)	i	i	-0.6	i	i	i	i	-3	i	2	i
Cc1sc2ncnc(N3CCC(C(=O)N(C)CC(=O)Nc4ccccc4Cl)CC3)c2c1C	i	i	-0.3	i	i	i	i	21	i	-2	i
C(=N\n1cnnc1)/c1ccc2c(c1)OCCO2	i	i	-0.2	i	i	i	i	12	i	1	i
NS(=O)(=O)c1ccc(NC2(C(=O)O)CCCC2)cc1	i	i	-0.9	i	i	i	i	-6	i	-1	i
CCNc1nc(NC(C)C)nc(ON=C(C)C)n1	i	i	-0.8	i	i	i	i	8	i	2	i
C=CCNC(=O)/C(C#N)=C/c1c(N2CCCCCC2)nc2ccccn2c1=O	i	i	-5.8	i	i	i	i	9	i	0	i
CC(C)(C)c1cc(CNC2CS(=O)(=O)C[C@@H]2O)cc(C(C)(C)C)c1O (some centres undefined)	i	i	-0.2	i	i	i	i	-3	i	9	i
COCCn1c(=O)[nH]c2cc(C(=O)NCCCN3CCN(c4ccc(F)cc4)CC3)ccc2c1=O	i	i	0.2	i	i	i	i	-1	i	-13	i
O=C(OCc1nc2ccccc2s1)c1ccc(Br)s1	i	i	1.3	i	i	i	i	-6	i	-4	i
O=c1c2ccccc2cnn1Cc1n[nH]c(=S)n1-c1ccc(Cl)cc1	i	i	-0.6	i	i	i	i	-11	i	-4	i
